From PubChem BioAssay
BAZ2B block – blocks human BAZ2B | AlphaScreen BAZ2B-H3K14Ac peptide displacement | Potency, µM (doses to about 114 µM), without a hit: top-dose activity change, negative = inhibition, most hits filed as inhibitors | 4.4% of 360,000 active | AID 504333; further: potency means the concentration at half of the fitted maximal effect; on the % scale 0 is the no-effect control and ±100 the full control effect; nearly all actives have a fitted effect of over 60% in size
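In this displacement format the biotinylated H3(5-23) peptide acetylated at Lys14 serves as ligand at 50 nM, with BAZ2B at 50 nM in PBS pH 7.4 containing 0.01% Tween-20. Donor and acceptor beads are 10 ug/mL final.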
PI4K2A inh – blocks human PI4K2A kinase activity; activity change, negative = inhibition, % at 76.9 µM; 0.13% of 420,000 active; purified PI4K2A, ADP-Glo luminescence, 1 h; stronger effect = lower value; in the data active means activity change below about -50%; inconclusive means mostly about -30% to -49%;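 further: -100% = wells without enzyme as full effect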
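PI4K2A activity was measured by ADP-Glo luminescence: enzyme (4 ug/mL stock) and phosphatidylinositol (1.2 mM stock) in Tris pH 7.5/MgCl2/EGTA/Triton X-100 buffer were reacted with ATP (300 microM stock) for one hour at ambient temperature.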
Pin1 inhibitor – human Pin1 inhibition | AID 504891 | 0.009% of 390,000 active | Pin1 FP peptide displacement, HiFluor488, 10 min | Q13526 | Potency, µM (highest dose often 115 µM), for inactives: at the highest dose activity, negative = inhibition, most hits filed as inhibitors; active means well fitted inhibition curve with a large enough effect in the polarisation, with a control signal flat, not every such curve was filed as active; inconclusive means small, poorly fitted or top-dose-only effect, or effect the other way, or a change in a side signal; inactive means no such curve, though single readings can be large or run the other way; the % refers to the polarisation; further: potency means the concentration at half of the fitted maximal effect; on the % scale 0 is the no-effect control and ±100 the full control effect
Target sequence (Q13526 whole entry, looked up): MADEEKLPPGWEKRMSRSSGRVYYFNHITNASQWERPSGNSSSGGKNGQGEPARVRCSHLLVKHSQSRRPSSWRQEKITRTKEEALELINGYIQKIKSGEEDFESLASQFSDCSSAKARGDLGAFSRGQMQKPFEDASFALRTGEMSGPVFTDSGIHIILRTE
PGK inhibitor – blocks T. brucei phosphoglycerate kinase | P07378 | PGK/GAPDH coupled, Kinase-Glo luminescence, 60 min | Potency, µM (series often up to 57.5 µM), for the others: at the top dose activity change, negative = inhibition, actives largely listed as inhibitors | 0.043% of 380,000 active | AID 602233; further: potency means the concentration at half of the fitted maximal effect; on the % scale 0 is the no-effect control and ±100 the full control effect; nearly all actives have a fitted effect of over 60% in size
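Luminescent ATP detection (Kinase-Glo Plus) follows a 60-minute room-temperature incubation, with wells lacking PGK as controls. Buffer: 100 mM TEA (pH 7.6), 5 mM MgCl2, 0.01% Tween-20. Coupling enzyme GAPDH (100 nM final) supplies unstable 1,3-BPG in-well.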
POLH inh – DNA polymerase eta (human) inhibition. Q9Y253. recombinant Pol eta, fluorescent DNA replication assay. Potency, µM (doses to about 114 µM), for the others: at the top dose activity change, negative = inhibition, actives largely listed as inhibitors. 1.2% of 390,000 active. AID 588591; further: potency means the concentration at half of the fitted maximal effect; on the % scale 0 is the no-effect control and ±100 the full control effect
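Fluorescent replication assay: 50 nM final substrate added after a 15 min room-temperature compound preincubation with 10 nM enzyme. Signal taken at 0 min and again at 10 min.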
G9a inh – G9a (human) methyltransferase inhibition | G9a H3K9 monomethylation, AlphaScreen, 2 h | Potency, µM (highest dose often 102 µM), for the others: at the top dose activity, negative = inhibition, usual class: inhibitors | 8.8% of 350,000 active; further: potency means the concentration at half of the fitted maximal effect; on the % scale 0 is the no-effect control and ±100 the full control effect; nearly all actives have a fitted effect of over 75% in size
Target sequence (Q96KQ7 913-1193 limits assumed): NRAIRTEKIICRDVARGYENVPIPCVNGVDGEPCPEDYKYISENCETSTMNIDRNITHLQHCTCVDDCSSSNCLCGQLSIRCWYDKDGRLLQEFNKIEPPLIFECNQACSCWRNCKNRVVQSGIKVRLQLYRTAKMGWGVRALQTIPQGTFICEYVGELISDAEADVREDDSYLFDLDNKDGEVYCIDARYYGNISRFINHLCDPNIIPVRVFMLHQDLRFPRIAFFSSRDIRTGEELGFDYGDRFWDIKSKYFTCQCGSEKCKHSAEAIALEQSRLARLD
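G9a (20 nM) preincubated 15 min RT with compounds, then 500 nM biotinylated H3K9 peptide and 20 uM SAM added; 2 h RT reaction. Monomethyl-H3K9 product detected by AlphaScreen with anti-H3K9me1 antibody, streptavidin donor and anti-rabbit IgG acceptor beads.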
JMJD2A Tudor – inhibitors of human JMJD2A Tudor domain | O75164 | AlphaScreen JMJD2A-Tudor / H3K4me3 peptide binding | Potency, µM (titrated, usually from 114 µM), for inactives: at the highest dose activity change, negative = inhibition, most hits filed as inhibitors | 4.4% of 390,000 active | AID 504339; further: potency means the concentration at half of the fitted maximal effect; on the % scale 0 is the no-effect control and ±100 the full control effect; nearly all actives have a fitted effect of over 50% in size
GLS inhibitor – blocks human kidney-isoform glutaminase activity | O94925 | GLS enzymatic activity, qHTS titration | Potency, µM (doses to about 45.5 µM), for the others: at the highest dose activity change, negative = inhibition, hits mostly inhibitors | 0.21% of 410,000 active | AID 624170; further: potency means the concentration at half of the fitted maximal effect; on the % scale 0 is the no-effect control and ±100 the full control effect
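hKGA in 45 mM KH2PO4 (pH 8.2), 0.02% Tween-20 with compound, then 1mM L-Glutamine (stock as added) plus glutamate oxidase/HRP/Amplex red coupling mix. Fluorescence read initially and after 30 min at RT; signal change reflects glutamate formation.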
HP1b chromo inh – inhibitors of HP1-beta chromodomain binding to methylated histone tails. P83916. AlphaScreen HP1-beta / biotin-H3K9me3 peptide binding. Potency, µM (doses to about 114 µM), without a hit: top-dose activity change, negative = inhibition, hits mostly inhibitors. 0.56% of 390,000 active. AID 540317; further: potency means the concentration at half of the fitted maximal effect; nearly all actives have a fitted effect of over 70% in size; inactives centre near 23
Target sequence (P83916 whole entry, looked up): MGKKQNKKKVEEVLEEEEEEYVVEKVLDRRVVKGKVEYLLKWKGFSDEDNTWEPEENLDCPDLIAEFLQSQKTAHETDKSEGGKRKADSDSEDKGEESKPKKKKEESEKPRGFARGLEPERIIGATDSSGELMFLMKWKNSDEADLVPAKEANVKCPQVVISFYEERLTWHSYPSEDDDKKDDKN
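Compound inhibition of the preformed complex between 50 nM HP1-beta and 50 nM biotinylated H3K9me3 peptide was read by AlphaScreen. Buffer was PBS pH 7.4 with 0.01% Tween-20. Incubations ran 30 min at room temperature, with 10 ug/mL donor/acceptor beads.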
Numbers without * were called inactive; i = inactive; ? = inconclusive; · = no result given; [ ] = dose if it differs, or a comment. Unless noted, the call rests on the fitted dose curve; in most records, active means well fitted curve in the direction sought with a large enough effect; inconclusive means small, poorly fitted or top-dose-only effect, or another doubt; inactive means no such curve, though single readings can be large; an effect the other way counts as inactive or inconclusive. A portion of the library. The share of hits here may be higher or lower than overall.

BAZ2B block	PI4K2A inh	Pin1 inhibitor	PGK inhibitor	POLH inh	G9a inh	JMJD2A Tudor	GLS inhibitor	HP1b chromo inh	structure
?	14	-3%	i	-13%	?	-25%	-4%	-8%	CC(=O)N1CCN(c2ccc(NC(=S)NC(=O)COc3ccc(C(C)(C)C)cc3)cc2)CC1
-7%	3	7%	-4%	3%	·	-10%[11.4 µM]	-4%	63%[activator]	COc1cccc(Cn2cccc(NC(=O)Nc3cccc(C#N)c3)c2=O)c1
-8%	5	-5%	-1%	-9%	12%[12.7 µM]	12%	0%	48%[activator]	O=C(c1cccs1)N1CCCC(c2nc(-c3ccc(F)cc3)no2)C1 (stereo not given)
-3%	7	?	-2%	-5%	?	-13%	9%	35%	O=C(O)C1=CC[C@@H](c2ccc(Cl)cc2)N(S(=O)(=O)c2ccc(Cl)cc2)[C@H]1c1ccc(F)cc1
-5%	-6	-7%	-4%	1%	10%	-5%	5%	14%	O=C(OCC(=O)N1CCCC1)c1ccc(OC(F)(F)F)cc1
2%	-7	49%[activator]	-7%	-13%	9%[59 µM]	0%	-8%	32%	O=C(C/C=N/OCc1c(Cl)cccc1Cl)c1cnc(-c2ccccc2)s1
-2%	4	7%	i	-7%	-1%[59 µM]	-16%	-15%	32%	COc1ccccc1NC(=O)C1=C(C)Nc2nc(SCC(=O)c3ccc(C)cc3)nn2C1c1ccccc1C (stereo not given)
-8%	3	20%	3%	-11%	-9%[59 µM]	-26%	3%	7%	CN(C(=O)CSc1nc2ccc(NC(=O)c3ccccc3)cc2s1)c1ccccc1
9%	-7	-11%	-8%	-12%	11%[59 µM]	-15%	2%	13%	CCN(CC(=O)Nc1ccccc1OC)C(=O)CSCC(=O)Nc1ccc(OC)cc1
-28%	0	-5%	4%	-29%	-30%	-12%	0%	-19%	COc1ccc(CCN2C(=S)N(C)C(=O)C2CC(=O)Nc2ccc(OC)cc2)cc1 (stereo not given)
29%	-5	2%	-9%	-8%	-1%[0.501 µM]	19%	-2%	90%[activator]	COc1cccc(-c2sc3ccc(OC)cc3c2C#CC(C)(C)O)c1
-4%	12	-2%	-2%	12%	·	?	2%	13%	O=C(NC1CCCCCC1)c1ccc(CN2CCOCC2)cc1
-7%	0	54%[activator]	10%	-7%	?	-19%	-5%	-16%	Cc1c(C(=O)Nc2ccc(F)cc2)oc2ccc(S(=O)(=O)N3CCCCCC3)cc12
315%[activator]	-5	-3%	-8%	-8%	431%[activator]	201%[activator]	-2%	328%	CCCCOC(=O)C1CN(c2ccccc2)N=C1C(=O)OCC (stereo not given)
-2%[57.1 µM]	4	0%	5%	-22%	2%	-3%	-7%	32%	Cc1oncc1C(=O)N1CCCC(CO)(Cc2ccc(F)cc2F)C1 (stereo not given)
8%	0	2%	7%	1%	-4%[59 µM]	-4%	-3%	54%[activator]	CS(=O)(=O)c1ccc2nc(NC(=O)c3cc4ccccc4o3)sc2c1
11%	1	?	-5%	-11%	-4%[59 µM]	-2%	-1%	34%	Cc1cc(NC(=O)COC(=O)c2oc3c(Cl)cccc3c2C)no1
-4%	6	-2%	-3%	-12%	12%	-1%	-7%	17%	COc1ccc2cc(CCNC(=O)c3ccc(S(=O)(=O)N4CCCC4)cc3)c(=O)[nH]c2c1
5%	1	3%	3%	-3%	-30%	-20%	7%	13%	CCOc1ccc(CCNC(=O)c2cc3c(C)nccc3[nH]c2=O)cc1OCC
-10%	-4	-5%	-6%	-2%	32%	-13%	7%	3%	COCC(C)N1CCC(n2nccc2NC(=O)c2ccc3c(c2)OCO3)CC1 (stereo not given)
-2%[57.1 µM]	0	-7%	-8%	-16%	-11%[59 µM]	-27%	2%	-6%	CCOc1ccc(OCC)c(NC(=O)CN(C)S(=O)(=O)c2ccc3c(c2)CCCC(=O)N3)c1
6%	0	0%	-4%	1%	10%[12.7 µM]	-21%	4%	1%	CCN1CCN(c2cc(C)c3cc(NC(=O)Cc4ccccc4OC)ccc3n2)CC1
0%	1	-9%	-9%	-25%	3%[12.7 µM]	-33%	-6%	31%	COc1ccc(NS(=O)(=O)c2cccc(C(=O)N/N=C/c3cn(-c4ccccc4)nc3-c3ccccc3)c2)cc1
0%	1	-6%	5%	-12%	6%[12.7 µM]	3%	-8%	35%	O=C(CSc1nnnn1Cc1ccccc1)NCCc1ccccc1
·	0	16%	i	-9%	-5%[59 µM]	-22%	-8%	13%	CCc1ccc(NC(=O)C2CCN(S(=O)(=O)c3c(C)noc3/C=C/c3ccco3)CC2)cc1
1%	8	12%	-1%	-13%	17%[59 µM]	-15%	-3%	51%[activator]	CCc1ccc(NC(=O)N2CCC(N3CCN(Cc4ccc(C)cc4)C(=O)C3=O)CC2)cc1
6%	-2	-10%	i	-16%	-19%[12.7 µM]	-8%	1%	39%[activator]	O=C(c1ccccc1Br)N1CCN(c2ccccc2)CC1
·	0	0%	0%	-13%	35µM*	?	-11%	-21%	COc1ccc(N2CC(C)Cn3c2nc2c3c(=O)n(Cc3ccc(C)cc3)c(=O)n2C)c(OC)c1 (stereo not given)
196%[activator]	-2	2%	i	-6%	·	197%[activator]	5%	218%[activator]	Cc1cc(C)cc(OCC(=O)O/N=C(\N)c2ccccc2Cl)c1
-33%	2	33%[activator]	0%	?	-5%[59 µM]	-11%	-2%	-8%	Cc1ccc(NC(=O)Cn2cc(C(=O)C3CCCCC3)c3ccccc32)c(C)c1
-2%	1	5%	-6%	-11%	9%[59 µM]	-11%	6%	18%	CCN(CC)C(=O)c1cc2cc(Br)ccc2oc1=O
-8%[57.1 µM]	-1	1%	-4%	-4%	8.9µM*	?	8%	-38%	COC(=O)c1cccc(-n2[nH]nnc2=S)c1
?	-1	-3%	-4%	1%	24%[59 µM]	-25%	4%	22%	Cc1cccc(-n2c(O)c(C=NCc3ccccn3)c3ccccc3c2=O)c1
2%	-3	-3%	-3%	-14%	25%	-21%	1%	21%	COc1ccc(C2CCCN2C(=O)Nc2ccc(F)cc2)cc1OC (stereo not given)
8%	-5	-1%	-2%	-3%	-12%[59 µM]	-16%	3%	14%	Cc1cc(NC(=O)CCc2ccc(S(=O)(=O)N3CCOCC3)cc2)n(-c2ccccc2)n1
-8%	4	-6%	i	-17%	·	-5%	1%	34%	CN1C(=O)CSC1=Nc1ccc(F)cc1
-11%	-2	-1%	-2%	-1%	-2%	-6%	-3%	38%[activator]	COc1ccc(-n2c(=S)[nH]c3cc(C(=O)N4CCN(c5ccccc5)CC4)ccc3c2=O)cc1
35%[activator]	-6	16%	-1%	-22%	-17%[59 µM]	-23%	13%	24%	CN(c1ccccc1)S(=O)(=O)c1cccc(NC(=O)CSc2ncc(C(F)(F)F)cc2Cl)c1
·	-2	-2%	-2%	-9%	·	-7%	-12%	18%	Cc1ccc(NC(=O)CN(C)C(=O)CSc2nccn2C)cc1
-26%	0	-4%	i	-9%	50µM*	?	28%	-5%	CN(C)c1ccc(NC(=O)C[n+]2ccccc2)cc1
?	-9	-6%	i	-9%	?	-14%	-2%	30%	CCC(C)[C@@H](C(=O)N1CCNCC1)n1cc(CCCCN)nn1 (stereo not given in full)
?	9	-8%	i	-9%	?	?	?	11%	CCc1ccc2c(c1)c1nnc(NN)nc1n2CC
-2%	-2	-2%	-2%	-2%	8.9µM*	22µM*	-2%	5%	Cc1ccc(-n2c(-c3ccncc3)n[nH]c2=S)cc1
1%	-4	-4%	-3%	-6%	-3%[59 µM]	5%	-1%	50%[activator]	N#Cc1ccc(Oc2cccnc2)cc1C#N
-2%	-2	5%	-5%	-7%	·	-6%	4%	25%	Cc1ccc(N=CC2=C(O)CC(c3ccco3)CC2=O)cc1 (stereo not given)
1%	13	-10%	-1%	1%	0%[59 µM]	?	48%[activator]	-4%	COc1cc(C2C(C(=O)c3ccco3)=C(O)C(=O)N2c2cc(C)on2)cc(Br)c1O (stereo not given)
-3%	-1	?	-10%	7%	5%[59 µM]	-16%	-3%	27%	COc1ccc(-c2nnc(-c3ccccc3)o2)cc1OC
2%	-2	7%	-5%	-5%	-3%[59 µM]	-5%	1%	18%	COc1ccc(NC(=O)Cn2c(=O)oc3cc(S(=O)(=O)NC4CCCC4)ccc32)cc1OC
23%	-1	8%	-1%	-7%	?	-4%	0%	46%[activator]	CCCCCCC(=O)NNC(=O)c1c(O)c2ccccc2n(CC)c1=O
·	4	·	4%	-2%	·	·	3%	·	COc1cccc(S(=O)(=O)N(C)C[C@@H]2OCc3cn(nn3)CCCC(=O)N([C@H](C)CO)C[C@H]2C)c1

The listing continues.
BAZ2B block	PI4K2A inh	Pin1 inhibitor	PGK inhibitor	POLH inh	G9a inh	JMJD2A Tudor	GLS inhibitor	HP1b chromo inh	structure
-4%	-1	4%	10%	-12%	-3%[59 µM]	-8%	2%	29%	COc1ccc(N2CCN(C(=O)c3cc4c(=O)oc5ccc(C)cc5c4s3)CC2)cc1
-3%	2	-2%	-3%	5%	16%	-6%	-11%	22%	Nc1cccc(S(=O)(=O)c2cccc(N)c2)c1
-1%	8	5%	-3%	-10%	-34%	17%	1%	15%	CSc1cccc(NC(=O)Nc2ccc(Cl)cc2)c1
·	-7	3%	0%	-12%	·	-8%	0%	32%	O=C(CSc1ncnc2ccccc12)NC1CCS(=O)(=O)C1 (stereo not given)
2%	0	10%	0%	-12%	1%[12.7 µM]	-21%	-1%	19%	CCCCC1(C)NC(=O)N(CC(=O)Nc2cc(S(=O)(=O)N3CCOCC3)ccc2Cl)C1=O (stereo not given)
